Screens (PubChem)
mIAP inh: inhibitors of mouse IAP, primary screen, biochemical, luminescence, uHTS; AID 2806, 2010; intestinal alkaline phosphatase [Mus musculus]; 0.2% of 330,000 active; purified mouse IAP, CDP-Star luminescence, 30 min; inhibition, % at 10 µM;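 active = inhibition of at least 40% at 10 µM in the primary screen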;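 also: plate controls were DMSO with enzyme for no effect and no enzyme wells for full effect; values of inactives mirror those of a sister screen read the other way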
hIAP block: human IAP inhibitors, primary screen, biochemical, luminescence, uHTS; Intestinal-type alkaline phosphatase (Homo sapiens), P09923; 0.12% of 330,000 active; purified IAP, CDP-Star luminescence, 30 min; AID 2544, 2010; inhibition, % at 10 µM;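 active = inhibition reaching a set limit with compound at 10 µM in the primary screen, cut at about 35% in these data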;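 also: plate controls were DMSO wells with enzyme for no effect and no-enzyme buffer wells for full effect; values of inactives mirror those of a sister screen read the other way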
Target sequence (P09923 whole entry, looked up): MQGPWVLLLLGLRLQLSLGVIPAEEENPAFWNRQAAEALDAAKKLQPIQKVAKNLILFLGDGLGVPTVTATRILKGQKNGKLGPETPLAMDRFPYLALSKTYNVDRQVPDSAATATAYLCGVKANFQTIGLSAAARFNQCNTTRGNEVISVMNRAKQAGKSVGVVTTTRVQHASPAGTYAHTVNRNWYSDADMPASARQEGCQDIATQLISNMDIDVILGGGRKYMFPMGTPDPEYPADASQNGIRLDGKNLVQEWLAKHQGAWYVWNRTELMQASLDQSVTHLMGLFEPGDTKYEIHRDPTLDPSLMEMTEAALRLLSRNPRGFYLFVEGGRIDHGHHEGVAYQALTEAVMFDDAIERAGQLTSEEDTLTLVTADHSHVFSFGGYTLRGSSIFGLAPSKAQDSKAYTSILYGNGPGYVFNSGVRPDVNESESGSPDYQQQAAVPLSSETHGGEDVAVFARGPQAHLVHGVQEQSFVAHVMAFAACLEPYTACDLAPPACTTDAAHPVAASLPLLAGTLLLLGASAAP
hIAP act: human IAP activators, primary screen, biochemical, luminescence, uHTS. Intestinal-type alkaline phosphatase (Homo sapiens), P09923. purified human IAP, CDP-Star luminescence, 30 min; active compounds read high; 1 = vehicle-only enzyme, 0 = enzyme-free background. activation factor at 10 µM. 0.16% of 330,000 active. AID 2524, 2010;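 active = activation factor of the enzyme at least 2-fold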; also: the source names both 10 and 20 µM as test concentration; values of inactives mirror those of a sister screen read the other way
mIAP activ: activators of mouse IAP, primary screen, biochemical, luminescence, uHTS. activation factor at 10 µM. 0.24% of 330,000 active. muIAP, CDP-Star luminescence, 30 min; active compounds read high; 1 = vehicle-only enzyme signal, 0 = enzyme-free wells. intestinal alkaline phosphatase [Mus musculus];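 active = activation factor of at least 2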; also: the source names both 10 and 20 µM as test concentration; values of inactives mirror those of a sister screen read the other way
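Assay system: mouse IAP enzyme; Reagent: CDP-Star chemiluminescent phosphatase substrate; Compound: DMSO-dissolved test compounds; Incubation: 30 min, room temperature; Technique: luminescence from enzymatic CDP-Star hydrolysis; Controls: DMSO-only wells and no-enzyme negative control.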
A3G deaminase: APOBEC3G DNA deaminase inhibitors, primary screen, biochemical, fluorescence, single-stranded DNA substrate, uHTS; DNA dC->dU-editing enzyme APOBEC-3G (Homo sapiens), Q9HC16; 0.28% of 330,000 active; recombinant A3G, ssDNA deamination FAM/TAMRA fluorescence; inhibition, % at 20 µM;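 active = inhibition of at least 40% at 20 µM, with no more than 30% in the related APOBEC3A deaminase screen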;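 also: plate controls were DMSO wells with A3G for no effect and wells lacking A3G enzyme for full effect; some compounds called inactive have numbers as strong as hits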
Target sequence (Q9HC16 whole entry, looked up): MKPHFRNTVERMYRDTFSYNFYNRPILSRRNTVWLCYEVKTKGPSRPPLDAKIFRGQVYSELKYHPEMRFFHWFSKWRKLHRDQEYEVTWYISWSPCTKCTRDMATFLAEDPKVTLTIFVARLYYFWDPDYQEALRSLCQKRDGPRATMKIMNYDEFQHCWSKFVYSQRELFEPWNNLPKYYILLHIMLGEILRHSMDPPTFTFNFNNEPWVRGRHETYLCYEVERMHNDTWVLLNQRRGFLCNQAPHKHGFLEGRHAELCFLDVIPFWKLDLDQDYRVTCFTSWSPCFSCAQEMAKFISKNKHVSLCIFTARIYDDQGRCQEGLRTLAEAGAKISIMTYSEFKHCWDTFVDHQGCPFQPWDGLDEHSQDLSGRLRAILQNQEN
NR3A LBD binder: binders of NR3A ligand-binding domain, primary screen, biophysical, differential scanning fluorimetry, uHTS; Tm shift relative to glycine control, % at 25 µM; AID 1259313, 2017; NR3A LBD differential scanning fluorimetry, Tm shift; 0% = protein alone, 100% = glycine-bound protein; Glutamate receptor ionotropic, NMDA 3A (GRIN3A) ligand-binding domain; 2.5% of 340,000 active;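 active = melting temperature shift of at least 10% of the positive control shift, at one fixed dose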
MIN6 prolif: inducers of MIN6 beta-cell proliferation, primary screen, ATP luminescence, uHTS; MIN6 cells proliferation, ATPlite luminescence, 48 h; cells starved in 0.2% serum; 100% = growth in 10% serum; proliferation, % at 10 µM; 0.29% of 330,000 active;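 active = compounds whose signal lies at least 3.5 SD above the mean of all wells on their plate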;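 also: 0% = DMSO-treated cells in low-serum medium and 100% = 10% serum control; some compounds called inactive have numbers as strong as hits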
MPTP block: mitochondrial permeability transition pore inhibitors, primary screen, biochemical, isolated mouse mitochondria, absorbance | 1.4% of 360,000 active | inhibition, % at 10 µM | AID 602449, 2012 | Ca2+ swelling absorbance, 30 min;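 active = inhibition of 50% or more, scaled per plate between neutral and stimulator controls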;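 also: 0% = DMSO wells given calcium and 100% = 1 mM EGTA wells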
A3A deaminase: APOBEC3A ssDNA deaminase inhibitors, primary screen, selectivity assay for APOBEC3G inhibitor project, biochemical, FAM/TAMRA oligo cleavage fluorescence; 0.41% of 330,000 active; inhibition, % at 20 µM; recombinant A3A, FAM/TAMRA ssDNA deamination fluorescence; AID 493011, 2011; DNA dC->dU-editing enzyme APOBEC-3A (Homo sapiens), P31941;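 active = at least 40% inhibition at 20 µM here, with at most 30% in a related deaminase screen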;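 also: plate controls were A3A with DMSO for no effect and wells lacking A3A enzyme for full effect; some results filed as inactive read as strong as hits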
Target sequence (P31941 whole entry, looked up): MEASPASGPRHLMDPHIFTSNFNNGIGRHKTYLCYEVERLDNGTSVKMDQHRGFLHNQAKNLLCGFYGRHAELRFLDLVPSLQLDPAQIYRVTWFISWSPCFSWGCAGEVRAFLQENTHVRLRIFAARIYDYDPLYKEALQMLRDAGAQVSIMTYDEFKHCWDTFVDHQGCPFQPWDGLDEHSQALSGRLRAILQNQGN
* marks the source's active call; other numbers are inactive results; nt = not tested or not shown.

SMILES | mIAP inh | hIAP block | hIAP act | mIAP activ | A3G deaminase | NR3A LBD binder | MIN6 prolif | MPTP block | A3A deaminase
COc1ccc(N2CCN(C(=O)c3ccc4c(c3)NC(=O)C(CSCc3c(F)cccc3Cl)N4)CC2)cc1 (stereo unspecified) | 18 | -27 | 1.3 | 0.82 | 3 | nt | -4 | nt | -16
O=C(Nc1cccnc1)c1cccc([N+](=O)[O-])c1 | -1 | -1 | 1 | 1 | -6 | -1 | -3 | -0.8 | -4
Cc1ccc(C(c2nnnn2C(C)(C)C)N2CCN(C3CCCC3)CC2)cc1 (stereo unspecified) | -13 | -15 | 1.1 | 1.1 | 1 | -1 | -3 | 2.9 | 0
COc1ccc(/C(C)=N/NC(=O)c2nnn(-c3nonc3N)c2-c2ccccc2)cc1 | 13 | -4 | 1 | 0.87 | 0 | -17 | -3 | 0.7 | 5
CCCc1nnc(NC(=O)Cn2cnc3ccccc3c2=O)s1 | -7 | 7 | 0.93 | 1.1 | -5 | 0 | 0 | -1.0 | 0
COc1ccc(CNC(=O)CNC(=O)[C@@H]2Cc3ccccc3CN2)cc1 | 2 | 0 | 1 | 0.98 | 1 | 0 | -3 | -0.9 | 0
Nc1ncc2c(n1)CC(c1ccco1)CC2=O (stereo unspecified) | -11 | 3 | 0.97 | 1.1 | -4 | -4 | -2 | -0.9 | 2
Cc1ccc(NC(=O)C2=C(O)c3sccc3N(C)S2(=O)=O)cc1 | -10 | 2 | 0.98 | 1.1 | 1 | -6 | -4 | -0.2 | 1
COc1ccc2c(C=O)c[nH]c2c1 | 1 | -4 | 1 | 0.99 | 2 | -2 | 0 | -0.9 | 0
COc1ccc2cc(C(=O)N/N=C/c3sc4ccccc4c3O)ccc2c1 | 34 | -15 | 1.2 | 0.66 | -56 | 12* | -6 | 22 | -30
Cc1nc(N2CCc3ccccc3C2)[nH]c(=O)c1Cc1ccccc1 | -6 | 3 | 0.97 | 1.1 | 3 | 1 | -2 | 2.8 | 3
CCOc1ccc(-c2nnn(CC(=O)N3CCCC(C)C3)n2)cc1 (stereo unspecified) | 18 | 1 | 0.99 | 0.82 | -6 | 0 | 1 | 0.5 | -4
O=C(c1ccc(-c2ccccc2)cc1)C1CCCN(Cc2ccncc2)C1 (stereo unspecified) | 14 | 5 | 0.95 | 0.86 | -6 | -2 | -3 | 2.0 | -3
COc1ccc(/C=C(\C#N)C(=O)N2COCC2(C)C)cc1 | 3 | -8 | 1.1 | 0.97 | -11 | -1 | -2 | 1.3 | 1
COc1ccc(/C=c2/sc3n(c2=O)NC2(c4ccccc4)N(C)C(=O)N(C)C2(c2ccccc2)N=3)cc1 (stereo unspecified) | 6 | -3 | 1 | 0.94 | -4 | 5 | -1 | 2.6 | 0
CC(C)(C)c1ccc(C(=O)NCCOc2ccccc2)cc1 | -1 | -11 | 1.1 | 1 | 0 | 1 | -3 | -0.1 | 2
Cn1cc(C=C2C(=O)CC(C)(C)CC2=O)c2ccccc21 | 5 | 10 | 0.9 | 0.95 | -8 | -18 | -4 | 5.1 | -4
CCN1CCN(c2ccc(N3CCN(S(=O)(=O)c4cc([N+](=O)[O-])ccc4C)CC3)nn2)CC1 | -1 | -8 | 1.1 | 1 | -5 | 3 | -2 | -1.8 | 3
CC(CCc1ccccc1)NC(=S)NC1CCCCC1 (stereo unspecified) | -88 | -14 | 1.1 | 1.9 | -4 | -13 | -6 | 0.3 | 2
COCCNC(=O)CSc1nc2nn(-c3ccccc3)c(=O)c-2c2n1CCCCC2 | -1 | 8 | 0.92 | 1 | 0 | 0 | -3 | 0.2 | 0
Cc1ccc(S(=O)(=O)C2(C(=O)Nc3ccc(F)cc3)CC2)cc1 | 8 | 18 | 0.82 | 0.92 | -3 | 0 | -2 | 0.8 | -1
O=C(CCNC(=O)C1CCN(S(=O)(=O)c2ccc(F)cc2)CC1)Nc1nccs1 | -2 | -21 | 1.2 | 1 | -6 | 0 | 0 | 0.4 | -6
O=C1/C(=C/c2ccccc2)SC(=S)N1CC(=O)N1CCCCC1c1cccnc1 (stereo unspecified) | 7 | -2 | 1 | 0.93 | -6 | -1 | -8 | -1.3 | -1
Cc1c(C)c2c(C)nn(-c3ccccc3)c2[nH]c1=O | 5 | 11 | 0.89 | 0.95 | -9 | 0 | 0 | 2.3 | -2
COC(=O)Cc1cc(=O)[nH]c(/N=C(\N)Nc2ccc(C)cc2C)n1 | -1 | -34 | 1.3 | 1 | -3 | 0 | -2 | -0.7 | 0
SMILES | mIAP inh | hIAP block | hIAP act | mIAP activ | A3G deaminase | NR3A LBD binder | MIN6 prolif | MPTP block | A3A deaminase
COc1ccccc1OCCNC(=O)CNC(=O)c1ccc2c(c1)OCO2 | 2 | -4 | 1 | 0.98 | -5 | -1 | 5 | -0.9 | -2
CC(C)c1onc(C(=O)NCc2ccccc2)c1[N+](=O)[O-] | 7 | -11 | 1.1 | 0.93 | 4 | -11 | 1 | 3.2 | 5
CCn1c(C)c(Br)c(=O)c(C(=O)OC)c1-c1ccc(Cl)cc1 | 1 | 2 | 0.98 | 0.99 | -3 | 1 | -1 | -1.0 | 2
N#CC1(NC(=O)CSc2nc3ccc([N+](=O)[O-])cc3s2)CCCCC1 | 13 | 0 | 1 | 0.87 | -7 | -3 | -1 | 1.4 | -6
Cn1cc(CN2CCC(N3CCNC(=O)CC3)CC2)c(-c2ccccc2F)n1 | -13 | -3 | 1 | 1.1 | -8 | -1 | -4 | -1.3 | -7
CC(C)(C)NC(=O)/C(=C\c1ccco1)NC(=O)c1ccco1 | 2 | -1 | 1 | 0.98 | -5 | -5 | 0 | -1.0 | -2
CCOc1cc(NC(=O)c2ccco2)c(OCC)cc1NC(=O)c1ccco1 | -3 | 3 | 0.97 | 1 | -7 | 1 | -2 | -3.4 | 0
COc1ccc(CCNC(=O)CCSc2nc(-c3ccco3)cc(C(F)(F)F)n2)cc1 | -6 | -9 | 1.1 | 1.1 | 1 | -8 | 1 | -2.3 | 2
COc1ccc(OC)c(NC(=O)CCN2CCN(c3ccccc3F)CC2)c1 | 4 | 3 | 0.97 | 0.96 | -1 | 2 | 2 | 0.2 | 0
C=CCSc1nc2ccccc2n1C(=O)/C=C/c1cc(OC)c(OC)c(OC)c1 | -4 | -8 | 1.1 | 1 | -6 | 5 | -6 | -0.8 | -7
O=C1COc2ccc(S(=O)(=O)N3CCC(C(=O)NCc4ccccc4)CC3)cc2N1 | 7 | -9 | 1.1 | 0.93 | 7 | -1 | -1 | -1.8 | 0
Cc1ccc2c(c1)N(C(=O)CCC(=O)NCc1cccnc1)CCO2 | -6 | 2 | 0.98 | 1.1 | 2 | -1 | 1 | -2.1 | 4
O=C(NC1C/C(=N/O)c2cc3c(cc21)OCO3)C(F)(F)F (stereo unspecified) | -4 | -2 | 1 | 1 | 0 | 1 | 5 | 145* | 5
COc1ccc(CNC(=O)CCC(=O)N2CCN(C(C)=O)CC2)cc1 | 1 | 2 | 0.98 | 0.99 | -9 | -1 | -2 | -0.3 | -6
CSc1nc(N2CCN(Cc3ccc4c(c3)OCO4)CC2)c2ccccc2n1 | 8 | 4 | 0.96 | 0.92 | -9 | 1 | -3 | -0.8 | -4
CN(C(=O)COc1ccc(Br)cc1Cl)C1CCCCC1 | 1 | 8 | 0.92 | 0.99 | -2 | -2 | 0 | 2.6 | -4
Cc1nn2c(N3CCN(C4CCCC4)CC3)cc(C(C)(C)C)nc2c1-c1ccccc1 | 10 | 6 | 0.94 | 0.9 | -7 | 13* | -3 | 0.7 | -3
O=C(CCS(=O)(=O)c1cccc2nonc12)NCCc1ccccc1Cl | -8 | -11 | 1.1 | 1.1 | 2 | -3 | 1 | 1.6 | 1
CCCCCCC(=O)N(O)C1CC(=O)N(c2ccccc2)C1=O (stereo unspecified) | -4 | 18 | 0.82 | 1 | 24 | nt | -6 | nt | -3
Cc1cccc(CC2S/C(=N/N=C/c3ccco3)N(c3ccccc3)C2=O)c1 (stereo unspecified) | 20 | 10 | 0.9 | 0.8 | -1 | 2 | 0 | 2.5 | 4
CSCCC(NC(=O)COc1ccccc1)C(=O)N1CCC(C(N)=O)CC1 (stereo unspecified) | -8 | -12 | 1.1 | 1.1 | -5 | 0 | -2 | 0.0 | -2
CC1CCN(S(=O)(=O)c2cccc(C(=O)N(Cc3ccccc3)c3ccccn3)c2)CC1 | 0 | 14 | 0.86 | 1 | -9 | 2 | 2 | -3.2 | 0
O=C(O)CC1c2ccccc2S(=O)(=O)N1Cc1ccccc1 (stereo unspecified) | -4 | 8 | 0.92 | 1 | -12 | 1 | 0 | -1.4 | -2
Cc1ccc2c(C(=O)CN3CCCCC3)c(C)[nH]c2c1 | 20 | -10 | 1.1 | 0.8 | -5 | -2 | -2 | -0.9 | -4
O=C(Nc1ccc(-c2cn3ccsc3n2)cc1)C1CCCC1 | -8 | 8 | 0.92 | 1.1 | 3 | -3 | 0 | -2.4 | 10

By substructure: the compounds so far with a thiophene ring, fused or not.
SMILES | mIAP inh | hIAP block | hIAP act | mIAP activ | A3G deaminase | NR3A LBD binder | MIN6 prolif | MPTP block | A3A deaminase
Cc1ccc(NC(=O)C2=C(O)c3sccc3N(C)S2(=O)=O)cc1 | -10 | 2 | 0.98 | 1.1 | 1 | -6 | -4 | -0.2 | 1
COc1ccc2cc(C(=O)N/N=C/c3sc4ccccc4c3O)ccc2c1 | 34 | -15 | 1.2 | 0.66 | -56 | 12* | -6 | 22 | -30

The listing continues:
SMILES | mIAP inh | hIAP block | hIAP act | mIAP activ | A3G deaminase | NR3A LBD binder | MIN6 prolif | MPTP block | A3A deaminase
Cc1cc(C)n(C(=O)CN2C(=O)COc3ccccc32)n1 | 2 | 2 | 0.98 | 0.98 | -2 | 0 | 1 | -0.8 | -3
O=C(COC(=O)CCc1nc2ccccc2c(=O)[nH]1)Nc1ccccc1OC(F)F | 9 | -10 | 1.1 | 0.91 | -4 | 0 | -2 | -1.6 | 4
CCOc1ccccc1NC(=O)c1c(Br)cnn1C | 3 | 1 | 0.99 | 0.97 | -8 | 1 | 5 | -1.0 | -2
CN(Cc1cn(-c2ccccc2)nc1-c1ccc(F)cc1)C(=O)CCC(=O)O | 10 | 7 | 0.93 | 0.9 | -1 | -1 | 0 | 0.5 | -1
CC(=O)Nc1ccc(-c2csc(NCc3ccccc3)n2)cc1 | -8 | 2 | 0.98 | 1.1 | -8 | 5 | -4 | -0.2 | 1
COc1cc(OC)cc(C(=O)NCC(=O)NC(C)c2ccccc2)c1 (stereo unspecified) | 9 | 9 | 0.91 | 0.91 | -1 | 2 | -2 | 0.3 | 0
Cc1ccc(-n2ccc(=O)c(C(=O)Nc3ccc(S(=O)(=O)Nc4onc(C)c4C)cc3)n2)cc1 | -6 | -8 | 1.1 | 1.1 | -6 | -3 | -3 | 0.2 | -15
CC(C)(C)Cc1nnc(NS(=O)(=O)c2ccccc2)s1 | -7 | -15 | 1.1 | 1.1 | 0 | -1 | -3 | -1.5 | 2
